# GASC-1 inh: inhibitors of GASC-1 histone demethylase, primary screen, biochemical, fluorescence, DELFIA europium; 330,000 tested, 0.069% active; inhibition, % at 2.35 µM; GST-JMJD2C(1-420) H3K9me3 demethylation;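 active = more than half of a compound's replicate wells show inhibition beyond 50%, single wells judged on their own value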;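 also: signal counts dimethyl H3K9 product captured on neutravidin plate; 0% = median of DMSO wells and 100% = 0.3 times that DMSO median; strong numbers were not always called active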
# Target sequence (Q9H3R0 1-420 limits assumed): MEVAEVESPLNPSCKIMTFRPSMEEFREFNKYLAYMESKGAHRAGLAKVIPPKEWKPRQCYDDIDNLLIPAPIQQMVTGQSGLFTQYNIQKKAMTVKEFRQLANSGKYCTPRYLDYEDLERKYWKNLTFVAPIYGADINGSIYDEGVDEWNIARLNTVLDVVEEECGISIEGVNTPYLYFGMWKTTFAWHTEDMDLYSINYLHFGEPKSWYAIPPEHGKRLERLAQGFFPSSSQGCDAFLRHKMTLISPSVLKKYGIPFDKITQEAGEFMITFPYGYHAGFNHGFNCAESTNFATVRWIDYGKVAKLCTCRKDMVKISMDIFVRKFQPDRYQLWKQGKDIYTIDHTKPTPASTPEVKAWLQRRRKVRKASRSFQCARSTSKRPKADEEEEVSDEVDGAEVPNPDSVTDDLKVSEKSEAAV
# VLA-4 inh: inhibition in human VLA-4 binding assay, primary screen, VLA-4 allosteric modulator project, MLPCN library, flow cytometry, VLA-4 expressing cells | Integrin alpha-4 (Homo sapiens), P13612 | 330,000 tested, 0.2% active | inhibition, % (about 7 µM as worked out from the volumes in the protocol) | ligand binding flow cytometry | AID 2557, 2010; in the data active = inhibition above about 50%
# GRK2 inh: compounds blocking aptamer binding on GRK2 – biochemical, human GRK2, bead flow cytometry, HTS, primary screen; inhibition of aptamer binding, % at 10 µM; FAM-aptamer displacement from GRK2; 330,000 tested, 0.59% active;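 active = inhibition of aptamer binding above 40%, roughly 3 SD of noise, on plates passing a quality check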;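 also: median bead fluorescence of bound FAM aptamer so fluorescent compounds give negative values; no value below 0 was filed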
# core dimer inh: inhibitors of HCV core protein dimerization, primary screen, biochemical, TR-FRET, high-throughput | TR-FRET GST/Flag-core106 dimerization, 1536-well | inhibition, % at 5 µM | 300,000 tested, 0.33% active;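 active = inhibition above the mean of all tested compounds plus 3 SD, set per screening campaign, cut at about 45% in these data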
#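 Assay system – GST-tagged and Flag-tagged HCV core protein residues 1-106 · Quantity – core106 proteins, GST 13.5 nM and Flag 17 nM · Benchmarks – unlabelled core106 and no-GST-core106 wells · Read-out basis – percent inhibition of core106 dimerization signal · Detection – time-resolved FRET, ex 340 nm, em 617 and 671 nm · Schedule – 4 h at 22.5 °C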
# PP5 primary: PP5 phosphatase inhibitors, primary screen, biochemical, fluorescence. Serine/threonine-protein phosphatase 5 (Homo sapiens), P53041. purified PP5c, OMFP substrate fluorescence. inhibition, % at 6.7 µM. 320,000 tested, 0.18% active;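 active = inhibition above the campaign's mean inhibition across all tested compounds plus 3 SD, cut at about 9.5% in these data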;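 also: 0% = DMSO only and 100% = 100 µM cantharidin control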
# Fh CTSL1 inh: Fasciola hepatica cathepsin L1 inhibitors, primary screen, counter-screen for PFM18AAP inhibitor project, biochemical, QFRET, fluorogenic peptide substrate; recombinant F. hepatica cathepsin L1, Z-Leu-Arg-MCA fluorescence; inhibition, % at 5.96 µM; 300,000 tested, 0.49% active; AID 1906, 2009;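 active = inhibition above the mean of all tested compounds plus 3 SD, set per screening campaign, cut at about 17% in these data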;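 also: 0% = plate median of test compound wells and 100% = 1 µM Z-Phe-Ala-diazomethylketone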
# PP1 counter: PP1-alpha phosphatase inhibitors, primary screen, counter-screen for PP5 inhibitor project, biochemical, fluorescence, OMFP substrate, single point; Serine/threonine-protein phosphatase PP1-alpha catalytic subunit (Homo sapiens), P62136; 320,000 tested, 0.9% active; inhibition, % at 6.7 µM; purified PP1alpha;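 active = inhibition above the mean inhibition of all tested compounds plus 3 SD, computed separately for each screening campaign, cut at about 15% in these data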
# procasp3 activ: activators of human procaspase-3 D3A mutant, primary screen, biochemical, absorbance, PC-3 D3A mutant, single concentration. Caspase-3 (Homo sapiens), P42574. recombinant procaspase-3 D3A, Ac-DEVD-pNA absorbance 405 nm. activation, % at 8.5 µM. 330,000 tested, 0.11% active;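 active = activation above the mean of all tested compounds plus 3 SD, cut at about 21% in these data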;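 also: 0% = DMSO alone and 100% = DMSO wells spiked with extra 5 µM PC-3 D3A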
#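 assay system = Procaspase-3 D3A mutant | signal = absorbance at 405 nm, 0 and 120 min | times = 1 h preincubation plus 2 h reaction at 25 °C | repeats = single replicate | read-out = % activation between DMSO and enzyme-spiked controls | medium = Zinc-free HEPES saline buffer with Triton X-100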
# procasp7 counter: procaspase-7 activators, primary screen, counter-screen for procaspase-3 activator project, biochemical, absorbance, HTS, human; Caspase-7 (Homo sapiens), P55210; recombinant procaspase-7, Ac-DEVD-pNA absorbance 405 nm; D23A/D198A/D206A triple mutant, cannot self-cleave; scale: DMSO 0, 5 µM enzyme 100; activation, % at 8.5 µM; 330,000 tested, 0.093% active;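 active = percent activation above the screen-wide mean plus 3 SD, cut at about 25% in these data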
#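 System: Procaspase-7 triple mutant (PC-7 D3A); measure: % activation from two-timepoint absorbance difference, scaled to controls; times: 1 h compound preincubation, 2 h substrate cleavage, 25 °C; also added: Ac-DEVD-pNA substrate, 400 µM as added; measured by: Epi-absorbance of released pNA at 405 nm, two timepoints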
# Active calls of the source: *; & = joins results of further samples. These rows are one share of the data, so the mix of outcomes need not match the whole.
SMILES,GASC-1 inh,VLA-4 inh,GRK2 inh,core dimer inh,PP5 primary,Fh CTSL1 inh,PP1 counter,procasp3 activ,procasp7 counter
CC[C@@H]1C(=O)OC[C@@H]1Cc1cncn1C,6&-1,12&-16,0&0,-3&-7,4.3&1.3,1&-5,-6&1,-1&5,2&-6
